Screens (PubChem)
RPL19A-GFP yeast – yeast TOR pathway RPL19A-GFP modulation; 330,000 tested, 0.3% active; S. cerevisiae RPL19A-GFP strain, flow cytometry, 3 h; active compounds read low; percent response vs DMSO, % at 10 µM; AID 2025;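 active = percent response vs DMSO below 50%; inconclusive = fewer than 70 events counted for the yeast strain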;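 note: median channel GFP fluorescence of the barcoded RPL19A-GFP strain; ratio of sample median GFP to plate DMSO average so 100% = DMSO; lower means less RPL19A-GFP as with rapamycin TOR inhibition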
VLA-4 inh – inhibition in a human VLA-4 binding assay. 330,000 tested, 0.2% active. VLA-4 expressing cells, ligand binding flow cytometry. P13612. AID 2557. inhibition, % (about 7 µM as worked out from the volumes in the protocol); in the data active = inhibition above about 50%
GRK2 aptamer HTS – human GRK2 inhibition via aptamer displacement | bead flow cytometry, FAM-aptamer displacement from GRK2 | inhibition of aptamer binding, % at 10 µM | 330,000 tested, 0.59% active;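 active = inhibition of aptamer binding above 40%, roughly 3 SD of noise, on plates passing a quality check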;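 note: median bead fluorescence of bound FAM aptamer so fluorescent compounds give negative values; no value below 0 was filed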
Target sequence (P25098 whole entry, looked up): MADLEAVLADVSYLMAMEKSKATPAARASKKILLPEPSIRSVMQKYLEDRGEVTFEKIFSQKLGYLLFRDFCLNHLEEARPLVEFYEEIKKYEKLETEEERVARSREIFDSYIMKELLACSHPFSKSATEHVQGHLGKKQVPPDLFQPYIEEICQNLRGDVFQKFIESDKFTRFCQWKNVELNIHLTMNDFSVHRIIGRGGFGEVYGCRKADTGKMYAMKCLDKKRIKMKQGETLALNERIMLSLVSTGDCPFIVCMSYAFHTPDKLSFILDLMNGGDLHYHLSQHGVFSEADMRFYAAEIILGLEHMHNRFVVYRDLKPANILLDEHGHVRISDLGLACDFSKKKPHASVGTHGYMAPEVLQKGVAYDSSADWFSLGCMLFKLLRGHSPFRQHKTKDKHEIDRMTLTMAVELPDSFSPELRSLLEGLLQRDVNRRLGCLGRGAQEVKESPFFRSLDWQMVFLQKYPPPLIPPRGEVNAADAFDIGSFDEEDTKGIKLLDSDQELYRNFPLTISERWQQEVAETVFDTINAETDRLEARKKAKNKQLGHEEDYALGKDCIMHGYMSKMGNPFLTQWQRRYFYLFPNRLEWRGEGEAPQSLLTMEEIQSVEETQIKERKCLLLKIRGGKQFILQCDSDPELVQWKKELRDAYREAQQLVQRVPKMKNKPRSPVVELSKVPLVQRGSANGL
AGP1 TOR yeast – yeast TOR pathway AGP1-GFP modulation; GFP response vs DMSO, % at 10 µM; AID 2066; 320,000 tested, 0.02% active; S. cerevisiae AGP1-GFP multiplex flow cytometry, 3 h; GFP as percent of DMSO wells;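 active = GFP response relative to DMSO above a set limit, near screen average plus 3 SD, cut at about 150% in these data; inconclusive = fewer than 70 cells counted for the yeast strain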;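 note: median GFP channel fluorescence of the gated AGP1 strain per well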
CIT2-GFP yeast – yeast TOR pathway CIT2-GFP modulation; GFP response vs DMSO, % at 10 µM; 320,000 tested, 0.065% active; S. cerevisiae CIT2-GFP strain, flow cytometry, 3 h; 100 means same as DMSO wells;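 active = GFP response relative to DMSO above a set limit, near the screen mean plus 3 SD, cut at about 150% in these data; inconclusive = Fewer than 70 cells measured for a yeast strain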;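 note: ratio of well median GFP fluorescence to mean of DMSO wells on the plate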
LAP4 TOR yeast – alters LAP4-GFP fluorescence in TOR pathway yeast screen; S. cerevisiae LAP4-GFP multiplex, flow cytometry GFP, 3 h; median GFP as percent of DMSO wells; GFP response vs DMSO, % at 10 µM; 320,000 tested, 0.34% active; AID 2023;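 active = GFP response vs DMSO above a set limit, about the screen mean plus 3 SD, cut at about 150% in these data; inconclusive = under 70 cell events counted for the yeast strain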
GASC-1 inh – inhibitors of human GASC-1 (JMJD2C) demethylase; inhibition, % at 2.35 µM; 330,000 tested, 0.069% active; AID 2099; GST-JMJD2C(1-420) H3K9me3 demethylation, DELFIA europium;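 active = more than half of a compound's replicate wells show inhibition beyond 50%, single wells judged on their own value; inconclusive = some, but no more than half, of replicates pass 50% inhibition; inactive = no replicate passes 50% inhibition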;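 note: signal counts dimethyl H3K9 product captured on neutravidin plate; 0% = median of DMSO wells and 100% = 0.3 times that DMSO median; strong numbers were not always called active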
MEP2-GFP yeast – alters MEP2-GFP fluorescence in TOR pathway yeast screen; S. cerevisiae MEP2-GFP strain, flow cytometry GFP, 3 h; 100% = DMSO control level; GFP response vs DMSO, % at 10 µM; 330,000 tested, 0.51% active;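 active = GFP response versus DMSO above a set limit, roughly screen mean plus 3 SD, cut at about 180% in these data; inconclusive = fewer than 70 cells counted for a yeast strain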;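 note: median GFP fluorescence of the barcode-gated MEP2-GFP cells per well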
Numbers without * were called inactive; i = inactive; ? = inconclusive; / = not tested or not shown; & = joins results of further samples.

GRK2 aptamer HTS	VLA-4 inh	RPL19A-GFP yeast	CIT2-GFP yeast	LAP4 TOR yeast	GASC-1 inh	MEP2-GFP yeast	AGP1 TOR yeast	molecule
1	4	90	103	99	2	86	100	CCN(CC)CCN(C(=O)c1ccc(C(=O)c2ccccc2)cc1)c1nc2ccc(OC)cc2s1
3	14	99	97	101	-2	104	97	CN(C)Cc1c(O)ccc2c3c(c(=O)oc12)CCCCC3
0	0	102	109	103	-9	103	103	Cc1nnc(C)n1/N=C/c1ccccn1
0	-18	100	102	100	8	99	106	O=C1CN(C(=O)COC(=O)Cc2ccccc2F)c2ccccc2N1
0	-9	101	101	97	4	97	92	COc1ccc2oc(C(=O)Nc3nccs3)c(C)c2c1
3	4	95	86	100	6	101	101	O=C(COC(=O)c1cnccn1)Nc1ccc(Cl)cn1
0	30	97	92	108	3	94	97	CC1CCc2sc(C(=O)NC3CCCCC3)cc2C1 (centres undefined)
0	6	104	103	117	-12	104	94	Cc1ccccc1C(=O)Oc1cccc2c(O)cccc12
2	-4	104	93	107	5	103	104	O=C(COC(=O)c1cc(=O)[nH]c2ccccc12)NCc1ccc(Cl)cc1
55*	-9	102	101	89	4	103	97	CC1CCN(c2ccc([N+](=O)[O-])cn2)CC1
6	8	104	101	102	4	101	100	CCOc1ccc(CN2CCCN(C)CC2)cc1
0	2	95	94	92	4	96	92	CN(C)CCN1C(=O)C(=O)/C(=C(/O)c2ccccc2)C1c1ccccc1F (centres undefined)
1	0	98	101	102	-17	98	102	O=C(CN1CCN(S(=O)(=O)c2ccccc2F)CC1)NC1CCCC1
0	-6	105	107	102	-4	114	119	Cc1ccc(NC(=O)NC(=O)CN2C(=O)NC3(CCCCCCC3)C2=O)c(C)c1
0	-1	97	110	91	29	112	97	Cc1cc(OCC(=O)Nc2c(C)n(C)n(-c3ccccc3)c2=O)ccc1[N+](=O)[O-]
0	-16	102	106	100	-2	96	102	Cc1nnc(SCC(=O)NC(=O)NC(C)(C)C)n1N

Some entries already given, reduced to LAP4 TOR yeast, CIT2-GFP yeast and GASC-1 inh.
Molecule	LAP4 TOR yeast	CIT2-GFP yeast	GASC-1 inh
Cc1ccc(NC(=O)NC(=O)CN2C(=O)NC3(CCCCCCC3)C2=O)c(C)c1	102	107	-4
Cc1cc(OCC(=O)Nc2c(C)n(C)n(-c3ccccc3)c2=O)ccc1[N+](=O)[O-]	91	110	29
Cc1nnc(SCC(=O)NC(=O)NC(C)(C)C)n1N	100	106	-2

Next structures follow.
GRK2 aptamer HTS	VLA-4 inh	RPL19A-GFP yeast	CIT2-GFP yeast	LAP4 TOR yeast	GASC-1 inh	MEP2-GFP yeast	AGP1 TOR yeast	molecule
2	-1	102	102	81	7	101	93	CC(C)Oc1ccccc1C1(c2ccccc2)NC(=O)NC1=O (centres undefined)
0	30	97	102	96	0	100	103	Cc1ccccc1N(CC(=O)NC1CCCC1)C(=O)C1(C)CC(=O)N=C2C=CC=CN21 (centres undefined)
1	8	106	101	101	3	105	100	CCCOc1ccc(S(=O)(=O)N2CCN(C)CC2)c2ccccc12
11	15	96	88	95	3	89	99	COc1cccc(OC)c1C(=O)Nc1ccc(N2CCN(S(C)(=O)=O)CC2)cc1
3	4	97	105	100	29	100	101	COCC(C)NCc1ccc(C)cc1C (centres undefined)
1	7	100	94	106	12	106	99	COc1ccc(-c2csc(COC(=O)C(C)(C)C)n2)cc1
0	28	96	96	83	8	87	93	CC1=NN(c2cccc([N+](=O)[O-])c2)C(=O)C1
1	0	93	97	98	-6	96	100	CCCn1c(NC(=O)C2CCN(C(=O)c3ccccc3C)CC2)nc2ccccc21
0	4	104	100	100	-43	100	103	CC(=O)N1CCN(C(=O)CNC(=O)c2ccc(Br)o2)CC1
0	-22	93	99	93	-13	93	94	CCCCCCC(=O)NC(Nc1ccc(S(N)(=O)=O)cc1)C(Cl)(Cl)Cl (centres undefined)
2	-18	107	100	99	7	95	101	CCOc1ccc(NC(=O)c2ccccc2NS(=O)(=O)c2ccc(F)cc2)c([N+](=O)[O-])c1
3	-1	109	104	100	-11	104	101	O=C(NCCc1ccc(Cl)cc1)c1ccc2nc[nH]c2c1
5	2	106	93	119	4	106	101	CCOC(=O)c1cc(C#N)c(SC(C)C(=O)NC2CCCCC2)nc1C (centres undefined)
0	-5	98	106	105	33	104	103	CC(C)(C)OC(=O)N/N=C\c1ccc(OC(=O)c2ccco2)cc1
0	-6	91	92	89	-2	95	/	CC1CCN(C(=O)c2ccc(COc3ccccc3Cl)o2)CC1
0	-13	96	95	102	4	107	102	N#C/C(=C\Nc1ccc2c(c1)OCCO2)c1nc2ccccc2[nH]1
0	12	104	104	96	-7	104	99	O=C(NNC(=O)c1ccccc1Br)c1ccncc1
0	-7	96	91	103	0	100	97	Cc1nnc(SCC(=O)c2ccc(C(C)C)cc2)s1
0	-2	95	101	107	-10	101	99	O=c1cc(-c2ccccc2[N+](=O)[O-])oc2ccccc12
0	2	98	106	92	0	98	99	CCN(CC)C(=O)N1CCC(NC(=O)c2ccccc2)CC1
0	6	/	107	99	6	100	90	CCCc1cc(C(N)=O)c(NC(=O)c2cc(C)on2)s1
3	6	95	89	122	6	95	94	Cc1ccc(/C=N/N(C)S(=O)(=O)c2ccc(C)cc2)cc1
0	1	102	95	102	13	98	99	COc1cccc(-c2cc(C(=O)NCc3ccco3)c3ccccc3n2)c1
2	10	97	109	97	-17	100	68	O=C(N/N=C/c1ccc(Cl)cc1Cl)c1cccc(F)c1
2	-6	96	97	104	-15	98	97	Cc1ccc(-c2c[n+]3c(n2-c2ccccc2)CCC3)cc1
1	-6	/	111	100	5	127	99	O=C1/C(=C\Nc2ccccc2)CCN1c1ncccn1
2	-5	102	104	97	2	103	106	Cc1ccc(NC(=O)C(C)OC(=O)CCN=C2NS(=O)(=O)c3ccccc32)cc1 (centres undefined)
0	-5	99	103	97	16&-5	107	107	COCCNC(=O)C(c1ccc(C)o1)N(C(=O)c1snc(C(N)=O)c1N)c1cc(C)cc(C)c1 (centres undefined)
1	3	103	102	96	?	104	99	COc1cc2c(cc1OC)C(C(=O)N1CCCC1)C(c1ccccc1F)N(C)C2=O (centres undefined)
6	25	96	88	110	-6	96	99	Cc1ccc(-c2cnc(NC(=O)CCC(=O)N(C)Cc3ccccc3)n2C)cc1
1	-27	89	88	87	3	92	89	CC(=O)c1cc(C(=O)N2CCc3c([nH]c4ccccc34)C2C2CCCCC2)[nH]n1 (centres undefined)
5	-10	107	106	113	-7	104	105	COc1ccc(-n2nc(C(=O)NCC(=O)Nc3cc(Cl)c(OC)cc3OC)c3ccccc3c2=O)cc1
1	11	99	95	101	5	106	96	CC(OCc1ccccc1)C(NC(=O)OC(C)(C)C)C(=O)NCC1CCCO1 (centres undefined)
39	1	105	105	91	2	106	93	O=C(Oc1cccccc1=O)c1ccccc1
1	3	100	106	94	-81	99	101	CCn1c(SCC(=O)NCc2ccc3c(c2)OCO3)nnc1-c1ccco1
3	4	103	100	90	6	94	82	COc1ccc(CCN(C)C(=O)C2CCN(Cc3ccc(C)cc3)CC2)cc1OC
2	15	94	94	104	4	100	98	CCCOc1c(Br)cc(C2C3=C(CCCC3=O)N(CC)C3=C2C(=O)CCC3)cc1OC
0	12	104	100	106	-8	102	100	Cc1ccc(NC(=O)c2scc3c2CCCC3)cc1
0	-6	106	107	121	2	109	120	COc1ccc(CCNC(=O)[C@@H](NC(=O)N2CC(=O)Nc3ccccc32)C(C)C)cc1OC
2	9	102	103	98	6	96	106	N/C(=N\OS(=O)(=O)c1ccccc1)c1ccncc1
1	4	108	105	94	0	105	97	Cn1c(SCC(=O)N/N=C/c2ccc(O)c(O)c2)nc2ccccc21
1	0	95	80	92	2	92	88	CC(=O)c1oc2ccccc2c1NC(=O)CCCN1C(=O)c2ccccc2C1=O
0	17	101	102	87	13	104	97	CC1CN(CCCCOc2ccc(Cl)c3ccccc23)CC(C)O1 (centres undefined)
1	3	124	114	105	-6	117	114	CC(C)OC(=O)CC1C(=O)NCCN1C(=S)NC(=O)CCc1ccccc1 (centres undefined)
2	3	97	102	89	0	105	95	Cc1ccccc1NCN1C(=O)C2CCC(C)(C1=O)C2(C)C (centres undefined)
0	-8	97	105	85	1	101	92	N#Cc1cc([N+](=O)[O-])ccc1NC(=O)COC(=O)C1CCC(=O)N1 (centres undefined)
0	-2	98	94	108	-13	102	96	CSc1nc2sc3c(c2c(=O)n1C)CCC(C)C3 (centres undefined)
0	15	99	102	116	-7	101	106	COc1cccc(NC(=O)NCc2ccccc2Cl)c1
0	-1	96	105	102	6	102	100	O=C(CNC(=O)Cc1ccccc1)NCC(=O)OCc1ccccc1
0	-6	104	100	93	i	101	101	Cc1cc([N+](=O)[O-])nn1CC(=O)NCc1ccccc1
0	2	98	99	91	-5	101	95	NS(=O)(=O)c1ccc(CCNC(=O)CN2CCN(c3ccccc3O)CC2)cc1
0	9	107	99	91	8	109	95	COc1ccc(NC(=O)CCCNC(=O)c2ccc(Cl)cc2)cc1OC
3	10	100	91	93	9	93	94	OC(CN1C2=NCCCN2c2ccccc21)c1ccc(Br)cc1 (centres undefined)
0	2	99	93	95	-8	103	92	COC(=O)c1ccc(Nc2c([N+](=O)[O-])ccc3nonc23)cc1
4	-1	102	/	/	-19	94	/	CN1C(=O)N(C)C2(C)CC1(C)N(C)C(=O)N2C
1	16	105	97	100	-2	105	95	Cc1ccc(OCC(=O)Nc2ccc3oc(=O)ccc3c2)cc1
